Screening data deposited in PubChem by National Center for Advancing Translational Sciences (NCATS).
rTrxR1 inhibitor – inhibitors of rat thioredoxin reductase 1 | 390,000 tested, 1% active | Potency, µM (top dose mostly 114 µM), inactives show top-dose activity change, negative = inhibition, most hits filed as inhibitors | O89049 | AID 588453 | recombinant rTrxR1, NADPH fluorescence consumption, selenite substrate; note: potency is the fitted concentration of half-maximal effect; % is set by controls: 0 for no effect and ±100 for the full control effect; nearly all actives have a fitted effect of over 65% in size
Target sequence (O89049 whole entry, looked up): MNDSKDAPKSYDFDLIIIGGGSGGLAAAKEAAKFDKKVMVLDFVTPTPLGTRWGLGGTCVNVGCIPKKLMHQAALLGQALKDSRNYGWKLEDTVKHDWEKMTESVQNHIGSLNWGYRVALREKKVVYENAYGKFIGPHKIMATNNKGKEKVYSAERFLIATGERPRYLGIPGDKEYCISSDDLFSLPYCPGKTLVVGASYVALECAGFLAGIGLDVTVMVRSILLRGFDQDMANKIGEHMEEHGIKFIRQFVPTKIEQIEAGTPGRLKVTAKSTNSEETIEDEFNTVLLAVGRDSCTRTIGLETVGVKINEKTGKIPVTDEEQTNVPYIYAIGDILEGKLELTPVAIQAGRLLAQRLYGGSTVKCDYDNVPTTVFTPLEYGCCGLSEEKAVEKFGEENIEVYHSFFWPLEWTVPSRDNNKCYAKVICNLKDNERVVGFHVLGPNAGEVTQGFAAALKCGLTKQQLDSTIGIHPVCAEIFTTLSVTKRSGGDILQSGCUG
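Rat TrxR1 (90 nM in the dispensed reagent) was pre-reduced with 400 uM NADPH for 5 min at room temperature, then incubated with compound for 15 min. After 400 uM selenite was added, NADPH fluorescence (Ex 340/Em 450 nm) was followed for 8 min.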
TrxR1 substrate – is turned over as a substrate by rat TrxR1; O89049; purified TrxR1 substrate turnover, NADPH consumption readout; Potency, µM (top dose mostly 114 µM), for the others: at the highest dose activity change, negative = substrate turnover; 390,000 tested, 0.01% active; AID 588456; note: potency is the fitted concentration of half-maximal effect; % is set by controls: 0 for no effect and ±100 for the full control effect; nearly all actives have a fitted effect of over 50% in size
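Rat TrxR1, dispensed at 90 nM, was prereduced with 400 uM NADPH (final) for 5 min at ~22 deg C, then incubated with compound 15 min before 400 uM selenite. A first-read NADPH fluorescence drop versus no-compound background flagged substrates.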
mIDH1 inhibitor – inhibitors of human mutant IDH1 R132H; IDH1-R132H enzyme, NADPH consumption, diaphorase/resazurin fluorescence; Potency, µM (highest dose often 76.6 µM), for inactives: at the top dose activity change, negative = inhibition, usual class: inhibitors; 390,000 tested, 0.093% active; note: potency is the fitted concentration of half-maximal effect; % is set by controls: 0 for no effect and ±100 for the full control effect; nearly all actives have a fitted effect of over 65% in size
Target sequence (O75874 whole entry R132H, stated change not applied): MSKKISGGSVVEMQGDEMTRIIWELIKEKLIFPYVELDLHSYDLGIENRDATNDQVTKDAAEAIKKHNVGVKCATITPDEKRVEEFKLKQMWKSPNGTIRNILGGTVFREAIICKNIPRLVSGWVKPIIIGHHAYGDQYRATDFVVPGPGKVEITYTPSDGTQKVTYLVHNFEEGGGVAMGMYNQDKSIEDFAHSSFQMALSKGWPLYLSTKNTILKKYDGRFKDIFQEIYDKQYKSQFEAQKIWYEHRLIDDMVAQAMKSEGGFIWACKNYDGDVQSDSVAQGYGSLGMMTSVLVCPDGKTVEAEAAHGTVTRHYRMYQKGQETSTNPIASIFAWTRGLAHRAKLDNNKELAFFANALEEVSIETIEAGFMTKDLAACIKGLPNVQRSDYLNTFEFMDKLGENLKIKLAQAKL
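IDH1-R132H (0.5 ug/mL dispensed) in pH 7.5 Tris buffer was preincubated 30 min with compound, then given a substrate mix of 0.016 mM NADPH and 2 mM alpha-KG for 80 min at room temperature; remaining NADPH was read by diaphorase/resazurin fluorescence.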
LDHA inh – inhibitors of human lactate dehydrogenase A; purified LDHA, NADH/diaphorase-resazurin fluorescence; active compounds read low; activity change, % (values are at about 110 or 230 µM); 480,000 tested, 0.15% active; AID 1347041; in the data active = activity change below about -30%; inconclusive = mostly about -25% to -30%;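 note: plate controls were DMSO wells for no effect and wells without enzyme for full effect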
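Human LDH5 at 2 nM final in Tris HCl pH 7.4 with 0.06 mM NADH and 0.2 mM pyruvate, reacted 5 minutes at room temperature. Remaining NADH coupled via diaphorase/resazurin; resorufin fluorescence read at 0 and 20 minutes, normalized to enzyme-free and DMSO wells.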
RGS4 inhibitor – blocks human RGS4-accelerated GTP hydrolysis; Transcreener GDP fluorescence polarization, RGS4-accelerated GTP hydrolysis; Potency, µM (top dose mostly 114 µM), inactives show top-dose activity change, negative = inhibition, most hits filed as inhibitors; 390,000 tested, 0.039% active; note: potency is the fitted concentration of half-maximal effect; % is set by controls: 0 for no effect and ±100 for the full control effect; nearly all actives have a fitted effect of over 75% in size; some results filed as inactive show a strong effect at the top dose
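MLSMR compounds (23 nl, pin-transferred) preincubated 10 min at room temperature with a 500nM (2x) first reagent, then RGS4 at 900nM (2x) plus Transcreener GDP mix added; fluorescence polarization (620/688 nm) read before and after 90 min at 30 °C.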
USP1 inh – blocks the human USP1/UAF1 deubiquitinase complex; O94782; Potency, µM (top dose mostly 57.1 µM), without a hit: top-dose activity change, negative = inhibition, usual class: inhibitors; recombinant USP1/UAF1, Ub-Rhodamine cleavage fluorescence; 390,000 tested, 0.23% active; note: potency is the fitted concentration of half-maximal effect; % is set by controls: 0 for no effect and ±100 for the full control effect; nearly all actives have a fitted effect of over 60% in size; inactives centre near -12
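In this screen, compounds sit with the deubiquitinase complex (1nM) for 15 min at room temperature before Ub-Rho is added at 150nM final. Fluorescence rise is then followed for 6 reads every 60 seconds.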
Vif-A3F inh – blocks the Vif interaction with APOBEC3F; AID 602313; HeLa A3F-eYFP + Vif (tagged APOBEC3F with the HIV-1 protein that degrades it), YFP fluorescence increase; Potency, µM (top dose mostly 46.1 µM), for inactives: top-dose activity, negative = active; 390,000 tested, 0.2% active; note: potency is the fitted concentration of half-maximal effect; % of control where 0% means no effect; nearly all actives have a fitted effect of over 65% in size
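Fluorescence increase (Ex 488/Em 500-530) after overnight compound treatment at 37 deg C flags inhibition of Vif-driven A3F-eYFP loss in stable HeLa A3F-eYFP/Vif cells seeded overnight beforehand.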
Vif-A3G inh – blocks the Vif interaction with human APOBEC3G. HeLa A3G-eYFP + Vif (tagged APOBEC3G with the HIV-1 protein that degrades it), YFP fluorescence, overnight. Potency, µM (series often up to 46.1 µM), for the others: top-dose activity, negative = active, hits mostly inhibitors. Q9HC16. 410,000 tested, 0.076% active;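 note: potency is the fitted concentration of half-maximal effect; % is set by controls: 0 for no effect and ±100 for the full control effect; nearly all actives have a fitted effect of over 60% in size; hits raise eYFP signal because A3G escapes Vif-driven loss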
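Read-out is eYFP fluorescence (Ex 488/Em 500-530) from Vif-expressing HeLa A3G-eYFP cells; more signal means A3G escaped Vif-mediated degradation. Cells plated overnight, compound pinned in, incubated overnight at 37 deg C.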
GRP78 ERSR act – ER stress response induction in glioma; Potency, µM, for inactives: at the highest dose activation, hits mostly activators; AID 602332; 420,000 tested, 0.02% active; U87-MG GRP78 promoter luciferase reporter, 16 h; note: potency is the fitted concentration of half-maximal effect; series mostly up to about 76 µM; % of control where 0% means no effect; nearly all actives have a fitted effect of over 35% in size
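ERSR induction read as luciferase luminescence (Bright-Glo, 10 min at room temperature) in stably transfected human U87-MG glioma cells exposed to compounds for 16 h, using GRP78 as sensor.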
* hit, by the source's call; ? = inconclusive; . = not tested or not shown; & = joins results of further samples; [ ] = another dose, or the depositor's remark. Unless noted, calls come from the whole dose curve; as a rule, active = well fitted curve in the direction sought with a large enough effect; inconclusive = small, poorly fitted or top-dose-only effect, or another doubt; inactive = no such curve, though single readings can be large; an effect the other way counts as inactive or inconclusive. The list is partial (hit frequency here may not be typical).

SMILES | rTrxR1 inhibitor | TrxR1 substrate | mIDH1 inhibitor | LDHA inh | RGS4 inhibitor | USP1 inh | Vif-A3F inh | Vif-A3G inh | GRP78 ERSR act
CCC(CC)NC(=O)Cn1c(C(C)NC(C)=O)nc2ccccc21 (stereo not drawn) | 10% | 4% | 1% | -1 | -28% | -28% | 1% | 1% | -2%
N#Cc1cc2sc3nnc(-c4ccncc4)n3c2cc1C#N | -2% | 5% | 2% | -8 | -41% | -12% | . | -13% | -7%
O=C(O)c1ccccc1Sc1ncnc2sc3c(c12)CCC3 | 5%[57.1 µM] | 5%[57.1 µM] | 2% | -2 | -13% | -18% | 1% | -5% | -3%
Cn1c(SCc2c(F)cccc2Cl)nc2c(c1=O)SCC2 | 19%[57.1 µM] | 5%[57.1 µM] | 6% | -2 | 7% | -5% | 9% | -2% | 0%
CC(=O)c1cccc(CN2CCC(CO)(Cc3ccccc3)CC2)c1 | 7% | 0% | 3% | -6 | 24% | -4% | -5% | -10% | -4%
O=C1[C@H]2CCC=C[C@H]2[C@H](c2cccc(Br)c2)N1Cc1ccccc1 | -34% | -4% | 5% | -3 | ? | -10% | 4% | -2% | -5%&-4%
COc1ccc2c(-c3ccccc3)cc(=O)[nH]c2c1 | 23% | 13% | 5% | -1 | -2% | -6% | -13% | -6% | 2%
O=C(Cc1ccc([N+](=O)[O-])cc1)Nc1cccc(C(=O)N2CCOCC2)c1 | 16% | 3% | 10% | 0 | -30% | -26% | 2% | 2% | -5%
COc1ccc(C(=O)C[n+]2ccc(Cl)c3ccc(Cl)cc32)cc1 | -27% | -4% | . | -60* | . | . | . | 4% | -3%
Cc1cc(Cl)ccc1OCCCC(=O)Nc1ccc(S(=O)(=O)Nc2ncccn2)cc1 | 20%[57.1 µM] | -14%[57.1 µM] | 4% | -4 | -23% | -17% | -30% | 1% | -3%
Cc1noc(C)c1S(=O)(=O)Nc1ccc2c(c1)C(=O)N([C@H](C)CO)C[C@@H](C)[C@@H](CN(C)Cc1ccc3c(c1)OCO3)O2 | 13% | 6% | 0% | 2 | -4% | -18% | -4% | 0% | 0%
CN=c1scc(-c2cc(OC)ccc2OC)n1/N=C/c1c(C)[nH]c2ccccc12 | 9%[57.1 µM] | -6%[57.1 µM] | -2% | -5 | -54% | -2% | 3% | -5% | -2%
C=C(C)c1cccc(C(C)(C)NC(=O)N2CCN(CC(N)=O)CC2)c1 | -13%[57.1 µM] | 1%[57.1 µM] | -2% | -2 | -42% | 8% | -14% | 0% | -1%
Cc1ccc(C(=O)NCCc2nnc3ccc(SCC(=O)N4CCCC4)nn23)cc1 | -11% | -4% | 3% | -1 | 3% | -15% | 2% | 2% | -3%
O=C(O)C1=C[C@H](c2ccc(Br)cc2)C[C@H](OCCCCO)O1 | 18% | 2% | -11% | -11 | 12% | -21% | 5% | 5% | -3%
O=C(N/N=C1\C/C(=N\NC(=O)c2ccncc2)c2ccccc21)c1ccncc1 | -5% | -5% | -2% | 12 | 14% | ? | -20% | -18% | 1%
COCCN1C(=O)N[C@@H](c2cccc(F)c2)C(C(C)=O)=C1C | 12% | 2%[57.1 µM] | 12% | -1 | 13% | -10% | 0% | -4% | 1%
COc1ccc(S(=O)(=O)N2CCC(C(=O)NCCc3ccccc3)CC2)cc1 | -3% | -9% | 0% | 0 | 4% | -25% | -2% | 1% | -3%
Cc1c(C(=O)OC2CCC(C)CC2)[nH]c2c1C(=O)CC(c1ccc(N(C)C)cc1)C2 (stereo not drawn) | 17% | 7% | -2% | 3 | -2% | 13% | -1% | 1% | -3%
CC(C)(C)N(Cc1ccccc1)C(=O)COC(=O)C1CCCCC1 | 6%[57.1 µM] | 6%[57.1 µM] | 6% | -2 | 24% | -16% | -2% | 4% | -3%
CN1CCN(C(CNC(=O)C(=O)Nc2cccc(Cl)c2)c2ccc3c(c2)OCO3)CC1 (stereo not drawn) | 25%[57.1 µM] | 7%[57.1 µM] | -6% | 6&-20 | 10% | -26% | -11% | 7% | -4%
CCNC(=O)CCSc1nc(C)cc(C)n1 | 5%[57.1 µM] | -3%[57.1 µM] | 3% | -6 | -50% | -5% | -11% | -1% | -3%
O=S(=O)(NC1c2cccc3cccc(c23)C1N1CCN(CCO)CC1)c1ccccc1 (stereo not drawn) | -7% | -5% | 6% | -13 | -3% | -16% | . | -6% | 1%
Cc1nn(C)c2c1NC(=O)CS2 | . | . | 3% | -1 | . | -15% | -2% | 1% | -3%
O=C(CC(=O)c1cccs1)c1ccncc1 | -26% | -9% | -4% | 7 | 0% | ? | -1% | -6% | 6%

An excerpt from above in order of length of the SMILES, smallest number first.
SMILES | rTrxR1 inhibitor | TrxR1 substrate | mIDH1 inhibitor | LDHA inh | RGS4 inhibitor | USP1 inh | Vif-A3F inh | Vif-A3G inh | GRP78 ERSR act
O=C(CC(=O)c1cccs1)c1ccncc1 | -26% | -9% | -4% | 7 | 0% | ? | -1% | -6% | 6%
CC(=O)c1cccc(CN2CCC(CO)(Cc3ccccc3)CC2)c1 | 7% | 0% | 3% | -6 | 24% | -4% | -5% | -10% | -4%
COCCN1C(=O)N[C@@H](c2cccc(F)c2)C(C(C)=O)=C1C | 12% | 2%[57.1 µM] | 12% | -1 | 13% | -10% | 0% | -4% | 1%

Random excerpt: 4 entries already listed
SMILES | rTrxR1 inhibitor | TrxR1 substrate | mIDH1 inhibitor | LDHA inh | RGS4 inhibitor | USP1 inh | Vif-A3F inh | Vif-A3G inh | GRP78 ERSR act
Cn1c(SCc2c(F)cccc2Cl)nc2c(c1=O)SCC2 | 19%[57.1 µM] | 5%[57.1 µM] | 6% | -2 | 7% | -5% | 9% | -2% | 0%
CCNC(=O)CCSc1nc(C)cc(C)n1 | 5%[57.1 µM] | -3%[57.1 µM] | 3% | -6 | -50% | -5% | -11% | -1% | -3%
CCC(CC)NC(=O)Cn1c(C(C)NC(C)=O)nc2ccccc21 (stereo not drawn) | 10% | 4% | 1% | -1 | -28% | -28% | 1% | 1% | -2%
O=C(O)C1=C[C@H](c2ccc(Br)cc2)C[C@H](OCCCCO)O1 | 18% | 2% | -11% | -11 | 12% | -21% | 5% | 5% | -3%

(more compounds)
SMILES | rTrxR1 inhibitor | TrxR1 substrate | mIDH1 inhibitor | LDHA inh | RGS4 inhibitor | USP1 inh | Vif-A3F inh | Vif-A3G inh | GRP78 ERSR act
O=C(COc1ccc(S(=O)(=O)N2CCCC2)cc1Cl)NCc1ccccn1 | -5% | -6% | 2% | -9 | -12% | -16% | 1% | -1% | -3%
N/C(CCS(=O)(=O)c1ccc(Cl)cc1)=N\OC(=O)c1ccccc1C(F)(F)F | 23%[57.1 µM] | 9%[57.1 µM] | 8% | -4 | 1% | -4% | -7% | -15% | -5%
C[C@@H]1CN([C@@H](C)CO)C(=O)c2cc(C#Cc3ccccc3)cnc2O[C@H]1CN(C)C(=O)c1ccccc1F | . | . | 11% | -2 | . | -26% | 6% | -7% | -7%
COc1ccc(NC(=O)CN(CC(=O)Nc2ccc(OC)cc2)C(C)(C)CO)cc1 | 24% | 4% | 0% | -1 | 18% | -16% | ? | -2% | -2%
C#CCOCCOCCOCCNc1nc(N2CCN(C(=O)Cn3cc(CCO)nn3)CC2)nc(N2CCN(C(=O)[C@H](CCCCN)n3cc(CCCC)nn3)CC2)n1 | -10% | -4% | -9%[38.3 µM] | -3 | 11% | ? | -1% | 0% | -4%
CCOC(=O)c1c(NC(=O)C(C)Sc2nnc(C)c(=O)[nH]2)sc2c1CCCC2 (stereo not drawn) | 13% | -1% | -8% | -6 | -12% | -19% | -6% | 0% | -1%
CCC1CCCCN1C(=O)CSc1nc(-c2ccc(OC)c(OC)c2)cc(C(F)(F)F)n1 (stereo not drawn) | 170%[activator] | 110%[activator] | -1% | 1 | 6% | -13% | -4% | -3% | -3%
COc1ccc(N2CCN(c3ccc(Cl)nn3)CC2)cc1 | 16% | 4% | 1% | 0 | -25% | -21% | 2% | 2% | 2%
COc1cccc(NC(=O)CCc2nc(-c3ccccc3F)no2)c1 | 15%[57.1 µM] | 2%[57.1 µM] | 4% | -1 | 11% | -2% | -2% | 3% | 2%
CC(C)OC(=O)c1cccc(C(=O)Nc2cccc(NC(=O)c3cccc(C(=O)OC(C)C)n3)n2)n1 | 39%[activator] | 11% | 6% | -1 | -22% | -20% | 16% | -8% | -4%
O=C(NCc1ccccc1)c1ccc(CN2CCC(Cc3ccccc3)CC2)cc1 | 22% | 0% | -1% | 0 | -2% | -22% | 0% | -10% | -2%
Cc1ccc(OCC(=O)Nc2ccc3c(c2)OCO3)c(C)c1 | 21%[57.1 µM] | 9%[57.1 µM] | 2% | -2 | -33% | -8% | 13% | 0% | -1%
COc1ccccc1CNC(=O)c1ccc(NS(C)(=O)=O)cc1 | 18% | 8% | -8% | -6 | 24% | 1% | 0% | -1% | 0%
